PKM2 activator – activators of human pyruvate kinase M2; P14618; purified PKM2, Kinase-Glo ATP luminescence, activation; response scale: 0% is enzyme alone, no compound; Potency, µM (highest dose often 57.5 µM), without a hit: at the highest dose activation, actives largely listed as activators; 260,000 tested, 0.34% active; AID 1631; further: potency means the concentration at half of the fitted maximal effect; on the % scale 0 is the no-effect control and ±100 the full control effect; nearly all actives have a fitted effect of over 55% in size
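Purified hPK-M2 (>95% pure) converted ADP (0.1 mM final) to ATP with 0.5 mM PEP in 50 mM imidazole pH7.2, KCl, MgCl2, Tween 20, BSA; 1 h at room temperature. ATP detected by Kinase-Glo luminescence.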
Mito fusion act – inhibitors of mitochondrial division or activators of mitochondrial fusion; Potency, µM (series often up to 46.1 µM), without a hit: at the top dose growth rescue (activation), hits mostly activators; 320,000 tested, 0.23% active; AID 485298; S. cerevisiae fusion-defective mutant growth rescue, CellTiterGlo 48 h;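 further: potency means the concentration at half of the fitted maximal effect; % of control where 0% means no effect; nearly all actives have a fitted effect of over 45% in size; temperature-sensitive fusion mutants such as fzo1-1 at 37 °C on non-fermentable ethanol glycerol medium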
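Growth-rescue viability read-out: after 48 h at the non-permissive 37C in glycerol/ethanol YPEG, yeast mitochondrial fusion mutants are measured by CellTiterGlo luminescence; compounds (23 nl pinned per well) restoring growth score as division inhibitors or fusion activators.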
MBNL1-CUG inh – blocks human MBNL1 binding to CUG repeat RNA; 280,000 tested, 0.036% active; Potency, µM (titrated, usually from 57.5 µM), inactives show at the highest dose activity change, negative = inhibition, actives largely listed as inhibitors; AID 2675; TR-FRET MBNL1-His/biotin-(CUG)12 binding, 665/545 ratio; Q9NR56; active means well fitted inhibition curve with a large enough effect in the signal ratio, with a control signal flat, not every such curve was filed as active; inconclusive means small, poorly fitted or top-dose-only effect, or effect the other way, or a change in a side signal; inactive means no such curve, though single readings can be large or run the other way; the % refers to the signal ratio; further: potency means the concentration at half of the fitted maximal effect; on the % scale 0 is the no-effect control and ±100 the full control effect
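His-tagged MBNL1 binding to biotinylated (CUG)12 RNA was measured by TR-FRET using terbium anti-His antibody (0.055 ng/ul final) and streptavidin-XL665 (5 nM final). Compounds were titrated 92 nM to 58 uM; 60 min at room temperature.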
USP2a block – USP2a (human) protease inhibition; USP2 core, Ub-CHOP2 coupled fluorogenic reporter, 485/531; Potency, µM (highest dose often 38.3 µM), without a hit: top-dose activity change, negative = inhibition, usual class: inhibitors; O75604; AID 463254; 330,000 tested, 0.01% active;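 further: potency means the concentration at half of the fitted maximal effect; plate controls were DMSO wells for no effect and full inhibition by NEM control for full effect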
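Deubiquitinase activity read as fluorescence (485/531 nm) after Ub-CHOP2 cleavage activates the enterokinase reporter on its substrate; USP2 core 10nM, Ub-CHOP2 and substrate 25nM each, 30min compound preincubation then 60min RT; data normalized to NEM, curves fitted.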
GALK inhibitor – inhibitors of human galactokinase. Purified GALK, Kinase-Glo residual ATP luminescence. Potency, µM (series often up to 57.5 µM), for inactives: at the highest dose activity change, negative = inhibition, usual class: inhibitors. 270,000 tested, 0.007% active; further: potency means the concentration at half of the fitted maximal effect; on the % scale 0 is the no-effect control and ±100 the full control effect
Target sequence (P51570 whole entry, looked up): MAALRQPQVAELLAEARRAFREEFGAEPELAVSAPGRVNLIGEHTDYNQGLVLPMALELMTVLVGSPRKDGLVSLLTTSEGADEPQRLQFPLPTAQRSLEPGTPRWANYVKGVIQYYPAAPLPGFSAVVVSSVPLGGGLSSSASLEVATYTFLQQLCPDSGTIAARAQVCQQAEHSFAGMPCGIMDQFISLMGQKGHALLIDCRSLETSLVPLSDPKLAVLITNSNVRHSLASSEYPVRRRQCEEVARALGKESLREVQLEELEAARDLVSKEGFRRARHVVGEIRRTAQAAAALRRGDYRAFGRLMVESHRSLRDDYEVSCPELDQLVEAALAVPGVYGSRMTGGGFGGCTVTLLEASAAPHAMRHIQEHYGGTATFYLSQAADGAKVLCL
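ATP-depletion format; final 35 uM ATP, 100 uM D-galactose, 5 nM enzyme; pH 8.0 HEPES/Mg2+ buffer; 60 min RT; luminescence read 10 min after detection reagent.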
Eya2 phos inh – blocks the phosphatase activity of human Eya2. O00167. recombinant Eya2, OMFP fluorescence dephosphorylation (OMFP is methylfluorescein phosphate). Potency, µM (highest dose often 76.9 µM), inactives show top-dose activity, negative = inhibition, usual class: inhibitors. 330,000 tested, 0.006% active. AID 488837; further: potency means the concentration at half of the fitted maximal effect; on the % scale 0 is the no-effect control and ±100 the full control effect
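Eya2 protein (added as 0.2 uM solution) was preincubated with compound for 10 min at ambient temperature in 50 mM HEPES pH 7.5, 50 mM NaCl, 5 uM MgCl2, 0.05% BSA, 1 mM DTT. OMFP (added at 50 uM) then reacted 10 min; fluorescence read at 485/525 nm.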
ASM inhibitor – inhibitors of human secretory acid sphingomyelinase | P17405 | placental ASM, HMU-PC fluorogenic substrate, 60 min | 340,000 tested, 0.006% active | Potency, µM (top dose mostly 57.5 µM), without a hit: at the highest dose activity change, negative = inhibition, usual class: inhibitors; further: potency means the concentration at half of the fitted maximal effect
Target sequence (P17405 47-631 limits assumed): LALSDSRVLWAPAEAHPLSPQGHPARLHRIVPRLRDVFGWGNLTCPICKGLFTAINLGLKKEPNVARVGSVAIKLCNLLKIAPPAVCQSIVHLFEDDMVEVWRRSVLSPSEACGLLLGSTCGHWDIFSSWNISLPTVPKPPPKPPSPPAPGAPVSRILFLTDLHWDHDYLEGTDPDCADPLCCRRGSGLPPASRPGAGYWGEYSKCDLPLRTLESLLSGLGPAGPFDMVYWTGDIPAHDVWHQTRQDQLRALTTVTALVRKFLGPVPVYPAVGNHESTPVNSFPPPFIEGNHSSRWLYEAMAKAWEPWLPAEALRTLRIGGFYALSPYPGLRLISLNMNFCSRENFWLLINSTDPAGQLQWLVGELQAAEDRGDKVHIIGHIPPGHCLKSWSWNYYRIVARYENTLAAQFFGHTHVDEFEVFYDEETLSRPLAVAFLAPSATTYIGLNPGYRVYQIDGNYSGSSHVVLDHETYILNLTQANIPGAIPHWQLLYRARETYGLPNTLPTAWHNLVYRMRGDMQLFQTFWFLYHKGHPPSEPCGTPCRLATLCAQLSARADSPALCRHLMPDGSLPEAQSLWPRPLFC
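Human placenta-derived ASM preincubated with compound 10 min at room temperature, then reacted with 9 uM (final) fluorogenic HMU-PC substrate for 60 min at 37 C. Stop solution raises pH to 10; fluorescence read at Ex 386/Em 447 nm.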
TSHR antag – antagonists of human thyroid stimulating hormone receptor. AID 504810. 330,000 tested, 0.2% active. TSHR-expressing cells, TSH-stimulated cAMP HTRF, 2 h; active compounds read low. activity change, negative = inhibition, % at 11.5 µM. P16473;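 active means activity change below a set negative limit, meaning inhibition stronger than a set level, cut at about -70% in these data; inconclusive means activity change between two set negative limits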; further: on the % scale 0 is the no-effect control and ±100 the full control effect
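Read-out is FRET at 665 nm (cryptate excitation 337 nm) from a cryptate-tagged anti-cAMP antibody, competed by cell cAMP against cAMP-d2. Compounds are tested on freshly harvested TSHR cells challenged with 4nM TSH (EC80) for 2 hours at 37 deg C.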
KCNH2 WT inh – KCNH2 (human, wildtype) channel inhibition; 340,000 tested, 0.37% active; activity change, % at 1.84 µM; U2OS, BacMam KCNH2, thallium flux FluxOr; active compounds read low; Q12809;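 active means maximum activity change below -70%; inconclusive means maximum activity change between -70% and -50%; inactive means maximum activity change above -50%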; further: on the % scale 0 is the no-effect control and ±100 the full control effect
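U2OS cells transduced with wild-type KCNH2 virus are loaded with FluxOr dye for 45 min, and thallium flux is measured in kinetic reads before and after stimulation buffer. Rate constants are normalized to DMSO controls.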
BCR signal inh – chronic active BCR signaling inhibition; ABC-DLBCL IkBa-CBG/CBR reporter, luminescence ratio, 4 h; Potency, µM (doses to about 46.1 µM), for inactives: at the highest dose ratio change, negative = lower green/red ratio, hits mostly inhibitors; 340,000 tested, 0.05% active; active means well fitted inhibition curve with a large enough effect in the signal ratio, with a control signal flat, not every such curve was filed as active; inconclusive means small, poorly fitted or top-dose-only effect, or effect the other way, or a change in a side signal; the % refers to the signal ratio;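 further: potency means the concentration at half of the fitted maximal effect; plate controls were basal doxycycline-induced cells for no effect and cells given 10 µM MG132 for full effect; MG132 reads +100%, hits lower the ratio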
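Concentration-response series (up to 46 uM) were applied to TMD8 dual-reporter cells for 4 h at 37C with doxycycline. Green/red ratio, after filter-overlap correction, defined %Activity; red signal alone was normalised to basal cells and zero luminescence.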
Menin-MLL TR inh – inhibitors of human menin-MLL interaction, mutant MLL peptide; O00255; Menin + Texas Red MLL mutant peptide, fluorescence polarization; Potency, µM (highest dose often 61.6 µM), for inactives: at the top dose FP activity change, negative = inhibition, usual class: inhibitors; 270,000 tested, 0.23% active; AID 1768; active means well fitted inhibition curve with a large enough effect in the polarisation, with a control signal flat, not every such curve was filed as active; inconclusive means small, poorly fitted or top-dose-only effect, or effect the other way, or a change in a side signal; inactive means no such curve, though single readings can be large or run the other way; the % refers to the polarisation; further: potency means the concentration at half of the fitted maximal effect; % of control where 0% means no effect; many of its hits are not listed in these tables
An asterisk follows results filed as active; ? = inconclusive; / = no result given; [ ] = dose if it differs, or a comment. Unless noted, the call rests on the fitted dose curve; in most records, active means well fitted curve in the direction sought with a large enough effect; inconclusive means small, poorly fitted or top-dose-only effect, or another doubt; inactive means no such curve, though single readings can be large; an effect the other way counts as inactive or inconclusive. Not all compounds are listed; the hit share may differ from the screen's.

SMILES	PKM2 activator	Mito fusion act	MBNL1-CUG inh	USP2a block	GALK inhibitor	Eya2 phos inh	ASM inhibitor	TSHR antag	KCNH2 WT inh	BCR signal inh	Menin-MLL TR inh
COc1ccc([C@H]2CC(=O)C=C(c3cccc(Br)c3)C2)cc1	/	?	/	-1%	/	6%	-3%	-24	-12	3%	/
CC(OC(=O)C12CC3CC(CC(O)(C3)C1)C2)C(N)=O (stereo unspecified)	1%	-1%	-7%	2%	-1%	9%	-1%	-11	-6	-1%	7%
CCOC(=O)Cc1c(Cl)c2ccccc2[nH]c1=O	2%	5%	0%	4%	4%	1%	-1%	-3	-2	0%	-23%
COc1ccc(-c2cc(=O)[nH]c(=O)[nH]2)cc1	-4%	-1%	-3%	4%	0%	1%	6%	1	6	-2%	-22%
CCCS(=O)(=O)NCCc1csc(-c2ccc(OC)c(OC)c2)n1	-1%	1%	?	2%	-1%	4%	-1%	-8	0	0%	/
Cc1cc(C)cc(NC(=O)NC2CCN(CC(=O)Nc3cccc(Cl)c3C)CC2)c1	0%	-5%	1%	1%	-2%	11%	-2%	16	9	-1%	/
CCN1CCN(Cc2c(O)ccc3c2O/C(=C\C=C\c2ccccc2)C3=O)CC1	-18%	12%	?	?	-5%	43%	4%	14	0	?	-9%
Cc1c(C(=O)NNC(=S)Nc2ccc(S(N)(=O)=O)cc2)oc2ccccc12	-6%	0%	6%	3%	-9%	5%	-2%	26	1	?	?
COC(=O)c1cc(NS(=O)(=O)c2ccc(C(C)C)cc2)ccc1N1CCOCC1	-4%	-7%	-10%	-4%	/	-2%	-2%	14	1	4%	/
O=C(COC(=O)c1ccc(NS(=O)(=O)c2ccc3c(c2)OCCO3)cc1)NCC1CCCO1 (stereo unspecified)	-2%	-3%	2%	2%	-1%	-33%	-2%	5	7	-5%	16%
CCn1nnnc1-c1ccc(OC)c(S(=O)(=O)Nc2ccc(C(=O)OC)cc2)c1	1%	-1%	-6%	2%	0%	-11%	2%	-12	2	2%	1%
Nc1ccc(C(=O)N2CCN(S(=O)(=O)/C=C/c3ccccc3)CC2)cc1[N+](=O)[O-]	/	-6%	/	-2%	/	0%	-8%	-7	38	?	/
CC1CCCC(C)N1/N=C/c1ccc(C(=O)O)cc1 (stereo unspecified)	-3%	3%	-7%	-1%	1%	-18%	6%	4	-1	1%	/
O=C(NNC(=O)c1ccc(Cl)s1)c1csc(N2CCOCC2)n1	/	-3%	/	0%	/	10%	-3%	3	-10	?	/
O=C(COc1ccccc1/C=C\c1[nH]c(=O)[nH]c(=O)c1[N+](=O)[O-])Nc1ccccc1	8%	-11%	-19%	0%	?	9%	-2%	-1	5	-19%	72%[activator]
CCOc1ccc(NS(=O)(=O)c2ccc(C(=O)NCC(c3ccc(OC)cc3)N3CCCC3)cc2)cc1 (stereo unspecified)	/	6%	/	-1%	/	2%	1%	-7	8	0%	/
Cc1[nH]c(=O)[nH]c(=O)c1/C=N/NC(=O)CCNC(=O)OC(C)(C)C	0%	-1%	-8%	0%	/	12%	23%	-5	-1	0%	/
Cc1nnc2c(NCC(C)c3ccccc3)nc3ccccc3n12 (stereo unspecified)	/	17%	-2%	-5%	3%	8%	-4%	6	5	-1%	1%
Cc1cccc(N(CC(=O)NC(C)(C)C)C(=O)CS(=O)CC(=O)Nc2ccc3c(c2)OCO3)c1 (stereo unspecified)	-1%	-3%	7%	3%	1%	-7%	-2%	-1	1	24%	-7%
CCOC(=O)c1ccc(N2C(=O)CC(NNC(=O)c3ccc(Br)s3)C2=O)cc1 (stereo unspecified)	-7%	3%	-7%	2%	1%	9%	-3%	3	-7	?	/
O=S1(=O)CC(O)C(Nc2ccccc2)C1 (stereo unspecified)	-8%	-3%	-4%	/	0%	/	-1%	/	-3	/	12%
CCS(=O)(=O)Nc1ccc(Cc2ccncc2)cc1	1%	-3%	-3%	0%	-2%	15%	6%	8	15	2%	-10%
CCc1ccc2oc(-c3cc(N)ccc3O)nc2c1	9%	-38%[inhibitor]	4%	-1%	-2%	-8%	11%	-13	0	?	?
O/N=C(/c1ccccc1)c1cc2cc(Br)cc(Br)c2o1	/	12%	9%	3%	0%	8%	-3%	19	-8	?	18%
COc1ccc(CC(=O)Nc2ccc3c(c2)C(=O)N(CCC(=O)O)C3=O)cc1	5%	-2%	?	-1%	5%	-8%	8%	1	-29	-2%	20%
COc1ccc(CCN2CC(C(=O)O)CC2=O)cc1OC (stereo unspecified)	2%	-4%	-1%	1%	0%	5%	2%	1	2	?	3%
COc1ccc(NC(=O)Nc2nnc(-c3ccccc3SCc3ccccc3)s2)cc1	4%	-2%	24%	5%	3%	-10%	-15%	-32	4	?	?
CCn1c(CNC(=O)c2ccccc2F)cc2cc(C)ccc21	2%	0%	3%	1%	0%	-13%	-4%	3	-7	0%	-3%
COc1cccc(-c2nc(NCc3cccnc3)c3ccccc3n2)c1O	/	-5%	3%	-3%	3%	8%	4%	2	-12	5%	80%[activator]
O=C(NCCCN1CCCCCC1)C1CCCN(S(=O)(=O)c2cccc3nsnc23)C1 (stereo unspecified)	2%	-4%	?	4%	2%	8%	-3%	0	2	-3%	-19%
N#CCC(=O)NNC(=S)NC(=O)C(c1ccccc1)c1ccccc1	-8%	2%	0%	0%	7%	0%	-4%	-14	10	-5%	-14%
COCCOC(=O)C1=C(C)NC(=O)NC1c1ccco1 (stereo unspecified)	-6%	0%	-8%	1%	2%	2%	2%	-1	0	7%	/
CCOC(=O)c1cc[nH]c1C	-2%	4%	-8%	7%	7%	1%	4%	4	-3	3%	8%
Cc1ccc(CNC(=O)CCc2nnc3ccc(NCCCN4CCCC4=O)nn23)cc1	/	-2%	-12%	2%	-1%	-4%	2%	15	18	?	/
N#Cc1c2c(c(NCCOCCO)n3c1nc1ccccc13)CCCC2	-4%	5%	/	1%	11%	4%	381%[activator]	0	4	21%	0%
CC(=O)Nc1cccc(-n2nnc(SCC(=O)c3ccccc3)n2)c1	0%	1%	/	1%	0%	5%	4%	3	1	-12%	/
O=C(NCCCOc1cccc(CN2CCCCC2)c1)c1ccc(Cl)c(Cl)c1	6%	-22%	-6%[11.5 µM]	3%	/	-12%	-2%	3	28	?	-4%
CS(=O)(=O)NCc1nnc(SCc2ccccc2C(F)(F)F)o1	0%	8%	9%	0%	2%	-10%	1%	7	4	-4%	5%
O=C(NCc1cccs1)c1cc2c(s1)CCCC2	7%	-4%	-2%	1%	0%	10%	-3%	-8	2	?	15%
O=[N+]([O-])c1cc(C(F)(F)F)ccc1NCCCCNS(=O)(=O)c1ccc(Cl)cc1	-2%	-12%	/	2%	0%	-7%	-27%	-6	-8	-2%	5%
CC(C)c1ccccc1NC(=O)COC(=O)C1(C)CC1(Cl)Cl (stereo unspecified)	-4%	-1%	/	-1%	0%	-1%	0%	-4	-7	-12%	-13%
COc1ccc(CNC(=O)CCN2C(=O)c3ccccc3S2(=O)=O)cc1	/	-9%	/	2%	/	-9%	-2%	-5	3	1%	/
O=C(COc1ccccc1)Nc1ccccc1Cl	0%	4%	-6%	2%	-1%	6%	1%	-1	/	?	8%
COc1ccc(NC(=O)c2sc(SC)nc2N)cc1	-12%	-3%	?	6%	2%	3%[15.4 µM]	-3%	-3	-13	?	2%
S=c1[nH]nc(-c2ccco2)n1/N=C/C=C/c1ccccc1	-2%	-5%	?	0%	-3%	?	-2%	-5	11	?	19%
CCOc1ccc(-n2c(C)c(C(C)=O)c3cc(OC(C)=O)ccc32)cc1	0%[11.5 µM]	-4%	1%	-1%	-5%	8%	-12%	-3	-10	3%	?

Compound activity from PubChem BioAssay.
